CCR6 antagonist – antagonists of human CCR6 receptor. P51684. CHO-K1 CCR6 PathHunter beta-arrestin, luminescence, CCL20-stimulated. inhibition, % at 20 µM. 340,000 tested, 0.49% active. AID 493098;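 active = compounds whose inhibition of the agonist-driven luminescence signal at 20 µM reaches about 50%, limit read from the data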;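 also: cells stimulated with CCL20 at 14 nM final; plate controls were DMSO with CCL20 for no effect and DMSO without agonist for full effect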
Apaf-1 inh – human Apaf-1 inhibition; reconstituted apoptosome caspase-3 activity, DEVD-Rh110 fluorescence; inhibition, % at 20 µM; O14727; 330,000 tested, 0.71% active; active = inhibition of at least 40% at 20 µM;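 also: plate controls were DMSO wells for no effect and DEVD-CHO caspase inhibitor wells for full effect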
Target sequence (O14727 whole entry, looked up): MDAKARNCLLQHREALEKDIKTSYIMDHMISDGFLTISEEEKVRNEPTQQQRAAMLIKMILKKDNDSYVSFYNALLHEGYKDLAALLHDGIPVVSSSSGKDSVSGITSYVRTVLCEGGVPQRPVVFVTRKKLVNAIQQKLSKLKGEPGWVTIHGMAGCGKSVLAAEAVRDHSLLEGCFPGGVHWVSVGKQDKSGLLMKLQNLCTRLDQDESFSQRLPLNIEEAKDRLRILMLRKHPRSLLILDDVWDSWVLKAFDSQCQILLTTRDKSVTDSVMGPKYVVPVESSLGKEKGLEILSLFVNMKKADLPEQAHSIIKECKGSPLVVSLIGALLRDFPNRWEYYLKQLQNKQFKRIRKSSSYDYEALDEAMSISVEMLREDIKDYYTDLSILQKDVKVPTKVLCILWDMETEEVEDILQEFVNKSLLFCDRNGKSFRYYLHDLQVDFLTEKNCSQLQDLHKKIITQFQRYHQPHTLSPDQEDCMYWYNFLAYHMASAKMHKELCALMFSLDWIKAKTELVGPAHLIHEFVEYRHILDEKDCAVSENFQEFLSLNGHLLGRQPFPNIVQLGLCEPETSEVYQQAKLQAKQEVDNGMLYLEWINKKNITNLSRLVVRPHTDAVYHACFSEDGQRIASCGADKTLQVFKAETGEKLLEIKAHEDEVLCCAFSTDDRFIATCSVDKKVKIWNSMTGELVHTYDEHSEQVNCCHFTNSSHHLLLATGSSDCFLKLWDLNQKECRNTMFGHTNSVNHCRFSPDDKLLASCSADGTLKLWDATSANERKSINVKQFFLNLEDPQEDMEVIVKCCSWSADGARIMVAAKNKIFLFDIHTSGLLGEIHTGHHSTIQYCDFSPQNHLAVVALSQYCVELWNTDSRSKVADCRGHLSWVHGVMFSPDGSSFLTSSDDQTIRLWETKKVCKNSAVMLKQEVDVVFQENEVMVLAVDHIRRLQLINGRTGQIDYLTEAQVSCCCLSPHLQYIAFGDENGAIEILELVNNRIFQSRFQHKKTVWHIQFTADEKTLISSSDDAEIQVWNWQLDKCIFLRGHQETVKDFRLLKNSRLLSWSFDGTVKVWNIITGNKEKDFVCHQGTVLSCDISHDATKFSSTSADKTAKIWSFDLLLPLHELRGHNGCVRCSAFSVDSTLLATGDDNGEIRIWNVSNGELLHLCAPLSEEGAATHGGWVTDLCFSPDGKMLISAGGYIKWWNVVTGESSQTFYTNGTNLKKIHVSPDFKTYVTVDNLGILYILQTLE
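Material: reconstituted apoptosome with Apaf-1, cytochrome c, caspase-9, procaspase-3, dATP / Buffer or medium: pH 7.5 Hepes buffer with CHAPS, BSA, DTT / Also added: cytochrome c with DEVD-Rh110 / Schedule: compound with Apaf-1, dATP, procaspase-3 30 min, then 50 min reaction, room temperature / Technique: rhodamine 110 fluorescence at Ex 480/Em 540 nm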
697 NFkB inh – inhibitors of the PMA/ionomycin-induced NF-kB reporter in 697 B cells; 697 B-cell NF-kB luciferase reporter, 16 h; inhibition, % at 4 µM; 330,000 tested, 0.33% active; AID 435022; in the data active = inhibition above about 35%
Gli-Sufu block – Gli-Sufu pathway antagonism. inhibition, % at 5 µM. Sufu-KO-LIGHT fibroblasts, Gli luciferase reporter luminescence. 340,000 tested, 0.74% active;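 active = inhibition above about 55%, limit read from the data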;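 also: 0% = DMSO-treated cells and 100% = wells with medium but no cells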
SENP8 inh – blocks the human protease SENP8 | Q96LD8 | purified SENP8, Z-RLRGG-aminoluciferin cleavage, luminescence | inhibition, % at 10 µM | 330,000 tested, 1.2% active
EBI2 antag – EBI2 (human) antagonism | inhibition, % at 5 µM | EBI2 beta-arrestin recruitment, luminescence, 7a,25-OHC stimulated | 360,000 tested, 0.81% active | AID 651636 | P32249; in the data active = inhibition above about 38%;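 also: enzyme fragment complementation signal reports receptor beta-arrestin coupling in cells; 0% = agonist plus DMSO wells and 100% = wells without agonist; some results beyond the cut were filed as inactive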
UBC13 polyUb – blocks human UBC13 polyubiquitin chain formation | P61088 | TR-FRET | inhibition, % at 20 µM | 330,000 tested, 0.47% active | AID 485273; in the data active = inhibition above about 45%, passing the limit was not always enough
Jurkat NFkB inh – inhibitors of the PMA/ionomycin-induced NF-kB reporter in Jurkat cells; PMA/ionomycin-induced NF-kB luciferase reporter, luminescence; inhibition, % at 4 µM; 330,000 tested, 0.53% active
* marks the source's active call; other numbers are inactive results. Rule as the data show it, unless noted: active = inhibition above about 50%; inactive = the rest. These rows are one share of the data, so the mix of outcomes need not match the whole.

SMILES	CCR6 antagonist	Apaf-1 inh	697 NFkB inh	Gli-Sufu block	SENP8 inh	EBI2 antag	UBC13 polyUb	Jurkat NFkB inh
Cc1ccc(C(=O)Cn2cnc3ccccc3c2=O)cc1	5	-1	-100	-56	-15	8	-1	-84
CCN(CC)c1ccc(S(=O)(=O)N2CCCCC2)cc1NC(=O)C1CSC2(C)CCC(=O)N12 (stereo not drawn)	10	51*	2	9	3	23	32	-9
CNC(=O)C(=O)NCC1OCCN1S(=O)(=O)c1ccc([N+](=O)[O-])cc1 (stereo not drawn)	3	5	-3	-4	-5	-14	-13	-4
O=C(c1ccc2c(c1)N(Cc1ccc(F)cc1)CCS2)N1CCOCC1	28	14	4	-1	0	3	16	-15
O=S(=O)(Nc1ccccc1)c1ccc(Oc2ncc(C(F)(F)F)cc2Cl)cc1	7	31	-31	8	-5	4	5	1
CCOc1ccc2nc(NCCNC(=S)NCCCN(C)C)c(C#N)cc2c1	8	-2	4	14	3	-4	17	-16
Cc1ccccc1N1CCN(S(=O)(=O)c2nnc(NC(=O)c3ccc(F)cc3)s2)CC1	1	10	-10	-5	1	10	-1	-2
CC(C)n1c(CN(C)c2ccccc2)nc2ccccc21	7	11	-12	16	-9	-3	2	-3
C=CCn1cc(/C=C2/NC(=O)NC2=O)c2ccccc21	7	9	-1	1	-10	-10	-9	-2
COc1ccccc1CN(C)S(=O)(=O)c1cccs1	16	9	5	-6	1	-6	2	-21
O=C(O)C1CCCCC1C(=O)NCCc1ccc(Cl)cc1 (stereo not drawn)	-16	-13	2	-1	-6	-14	-2	-9
CC1CN(Cc2nc3c(c(=O)[nH]c(=O)n3C)n2CCCc2ccccc2)CC(C)O1 (stereo not drawn)	11	-2	-5	14	-7	8	2	3
COCc1cc(C)nc(SCC(=O)NCc2ccco2)c1C#N	-7	1	17	-6	-3	-6	-2	8
COc1cc(C(=O)N2CCCCCCC2)ccc1OC1CCN(C(C)=O)CC1	-3	-3	-44	-3	3	-14	-8	-7
COC(=O)c1nc(N)sc1-c1ccc(Cl)c(Cl)c1	11	-9	13	1	3	-5	36	3
Cc1ccc(NC(=S)N(CCN2CCOCC2)Cc2cc3cc4c(cc3[nH]c2=O)OCCO4)cc1	2	-14	19	-8	6	8	-5	11
CCOC(=O)c1ccc(NC(=O)NCc2cccnc2)cc1	-12	5	-15	11	-1	0	2	-6
O=c1c2c(nc(NCCO)n1CC1CCCCC1)-c1ccccc1CC21CCCC1	-10	18	12	4	-6	-2	18	8
C=CCc1cccc2cc(C(=O)N3CCN(c4ccccn4)CC3)c(=O)oc12	1	22	3	-5	-6	-2	-5	-1
O=S(=O)(Nc1nc2ccccc2nc1NCC1CCCO1)c1cc(Cl)ccc1Cl (stereo not drawn)	9	-11	-14	6	-3	-10	15	9
Cc1ccc(NC(=O)CN(C)C(=O)CNC(=O)c2ccc3c(c2)OCO3)cc1	11	5	7	-7	-10	-11	5	8
O=C(CN(C(=O)CNC(=O)c1cccs1)c1ccccc1)NC1CCCCC1	21	5	-6	1	3	-9	3	11
COc1cc(C#Cc2c(-c3cncn3C)n(C)c3ccc(-c4cnc(OC)nc4)cc23)cc(OC)c1	-2	42*	29	1	-21	42	7	-1
CCN(CC)S(=O)(=O)c1ccc(-c2nnc(SCC(=O)c3ccc(OC)cc3)o2)cc1	10	3	22	-10	-2	8	6	-10
O=C1CN(C(=O)c2ccccc2Br)C(c2ccc(F)cc2)c2cc(F)ccc2N1 (stereo not drawn)	16	9	-2	2	2	17	0	5
CCn1ccnc1CN1CCc2c([nH]c3ccccc23)C1CC(C)C (stereo not drawn)	17	13	-10	9	-8	1	7	-10
COc1ccc(C(=O)C[n+]2ccc(N)c(C)c2C)cc1	9	-3	-26	41	-5	-15	-2	12
CCOc1cccc(NC(=O)/C(C#N)=C\c2cccnc2)c1	14	-9	-4	1	9	27	-3	-9
O=C(CCC1CCCCC1)NCCS(=O)(=O)N1CCN(c2ccc(F)cc2)CC1	10	11	-9	-5	2	3	-5	19
CCc1sc(C(=O)Nc2cccc(C(C)=O)c2)cc1C	15	1	-11	-36	4	18	2	-36
CCNC(=S)N1CCN(C(c2ccccc2)c2ccccc2)CC1	3	1	15	2	0	10	1	-1
COc1cc(OC)cc(C(=O)N[C@H](C(=O)OCC(=O)NC(=O)NC(C)(C)C)C(C)C)c1	8	-1	12	4	-4	-7	18	-2
O=C(Nc1ccc(C(=O)N2CCOCC2)cc1)c1cc(-c2cccnc2)nc2ccc(Br)cc12	-5	10	-11	11	-6	7	-14	8
CCOC(=O)c1c(C)nc(C)c2c(=O)oc3ccccc3c12	-8	17	-41	-6	-12	3	-11	-8
Cc1cc([N+](=O)[O-])ccc1NCc1cccc([N+](=O)[O-])c1	30	-4	6	9	-13	19	-3	12
CSCC[C@H](NC(=O)N1CCn2c1nc1ccccc12)C(=O)NC1CC1	12	4	7	2	-9	-7	1	10
COc1ccc(C(=O)Nc2cccc(OC(=O)c3ccco3)c2)cc1	17	8	8	-5	30	-6	1	-78
COc1ccc(S(=O)(=O)NCc2ccc(C(=O)N(C)Cc3ccco3)cc2)cc1	-18	-12	11	-2	0	-8	-5	12
COc1ccc(C2c3c(C)nn(-c4ccccc4)c3NC(=O)N2c2ccccc2)cc1 (stereo not drawn)	6	20	-14	-7	-7	8	4	-17
COc1ccc(/C=C2\SC(=S)N(CCC(=O)N3CCCCC3)C2=O)cc1	10	22	15	12	-1	-2	-11	-1
CCOC(=O)C1=C(CS(=O)(=O)c2ccccc2)NC(=O)NC1c1ccc(OC)c(OC)c1 (stereo not drawn)	10	9	10	-22	-11	-6	-11	-19
Cc1ccccc1CNC(=O)C1CCC(=O)N(C2CC2)C1 (stereo not drawn)	1	-11	15	0	-10	-14	8	6
COc1cccc(N2CC(C(=O)Nc3nnc(SCCC4OCCO4)s3)CC2=O)c1 (stereo not drawn)	-4	-3	7	-1	8	-6	-13	4
O=C(Cc1ccccc1)NN1C(=O)C2C3C=CC(C3)[C@@H]2C1=O (stereo partly drawn)	17	-2	-3	5	5	-5	6	3
COc1cc(NC(=O)Nc2ccccc2OC)c(OC)cc1NC(=O)CN1CCCCC1	16	7	7	-5	-4	-3	22	-22
N#C/C(=C\c1cn[nH]c1-c1ccccc1)C(=O)NC1CCCCCC1	-7	-3	-9	7	0	4	-2	-22
CN(C)C(=O)CN1C(=O)NC2(CCc3ccccc32)C1=O (stereo not drawn)	-7	7	11	2	10	-10	1	1
COC(=O)[C@H](CC(C)C)NC(=O)Nc1ccc(S(N)(=O)=O)cc1	9	-15	-2	-3	4	3	-2	5
CC(OC(=O)c1nc(Cl)ccc1Cl)C(=O)Nc1ccc2c(c1)OCCO2 (stereo not drawn)	10	3	3	-9	-9	-5	2	5
COc1ccccc1C(=O)NCCC(=O)N(C)Cc1cccs1	11	5	-8	-5	-7	-13	13	-4
Cc1onc(-c2ccccc2)c1NC(=O)N(CCC#N)Cc1cccs1	-1	-21	6	2	-3	5	7	4
COC/C=C/C1=CC2=CC(=O)C(C)(OC(=O)c3cnc4ccccc4n3)C(=O)C2=CN1CCN1CCOCC1 (stereo not drawn)	1	25	9	-3	-11	-10	-56	0
COc1ccc(S(=O)(=O)N2CCCCCC2)cc1NC(=O)Cc1ccc(OC)c(OC)c1	20	21	-10	-4	-16	1	-4	-14
O=C(Nc1nc2c(Cl)cccc2s1)C1CC1	1	-2	-5	-34	-5	-12	10	2
CC1(C)Cc2ccccc2-c2n[nH]c(=S)n21	-7	-15	-14	-6	4	-7	9	-4
Cc1ccc(Cl)cc1NC(=S)N(CCN(C)C)Cc1cccs1	14	-7	15	8	5	-1	-3	-5
COc1cc(NC(=O)c2cc(-c3ccccc3Cl)on2)cc(OC)c1OC	7	23	-41	4	-2	21	0	46
CCOc1ccc(N2CC(C(=O)Nc3nnc(C4CCCCC4)s3)CC2=O)cc1 (stereo not drawn)	2	28	4	-8	3	-8	2	4
O=C(OCc1ccc([N+](=O)[O-])cc1)c1ccccn1	11	1	8	5	-11	-7	5	16
CS(=O)(=O)N(Cc1ccc(C(=O)NN=C2CCCCCC2)cc1)c1ccccc1	15	-482	32	6	-6	-14	5	-9
(list continues)
SMILES	CCR6 antagonist	Apaf-1 inh	697 NFkB inh	Gli-Sufu block	SENP8 inh	EBI2 antag	UBC13 polyUb	Jurkat NFkB inh
COc1ccc(OC)c(-c2csc(N(CC3CCCO3)C(=O)Cc3ccccc3)n2)c1 (stereo not drawn)	13	-4	4	29	8	36	-8	3
O=C(Nc1ccccc1N1CCOCC1)c1cc2c(s1)CCCCC2	5	26	-81	-24	-11	5	-16	-46
Cc1ccc2c(C)c(C(=O)N(Cc3ccc(F)cc3)C3CCS(=O)(=O)C3)oc2c1 (stereo not drawn)	30	21	-12	6	-4	12	-2	-17
COc1ccccc1CNC(=O)C(=O)NCC1OCCN1S(=O)(=O)c1ccc2c(c1)OCCO2 (stereo not drawn)	6	-2	8	0	3	0	6	7
Cc1cccc(NC(=O)C(CC(C)C)NC(=O)C2CCC(C)CC2)n1 (stereo not drawn)	8	3	-6	-3	5	-6	10	-4
Cc1cc(CSc2ccccc2)ccc1NC(=O)c1ccc(CN2CCOCC2)cc1	6	12	49*	40	-10	4	-1	70*
CCOc1ccc(C(=O)n2cc(C(=O)OC)c3ccccc32)cc1	9	8	2	14	0	-13	-11	9
COc1ccc(Cc2nc(=S)[nH][nH]2)cc1Br	-15	-3	14	-17	-1	-3	8	18
CCNC(=O)COc1ccc(OCc2ccccc2)cc1	3	-22	23	-10	6	-2	6	-13
CCOC(=O)C1CCN(C(=O)CSc2c3c(nc4ccccc24)CCC3)CC1	18	-2	-17	2	-10	1	-7	-6
Cc1ccc(C(=O)N/C(=C/c2ccco2)C(=O)N2CCC(C)CC2)cc1	0	18	4	2	9	9	-3	-7
COc1ccccc1CN(C)C(=O)c1cccc(S(=O)(=O)N2CCN(Cc3ccccc3)CC2)c1	16	22	-24	0	-15	9	-2	-15

Sorted by the number under UBC13 polyUb (highest first): five of the compounds above.
| canonical_smiles | CCR6 antagonist | 697 NFkB inh | EBI2 antag | UBC13 polyUb | Jurkat NFkB inh |
| --- | --- | --- | --- | --- | --- |
| Cc1cccc(NC(=O)C(CC(C)C)NC(=O)C2CCC(C)CC2)n1 (stereo not drawn) | 8 | -6 | -6 | 10 | -4 |
| COc1ccc(Cc2nc(=S)[nH][nH]2)cc1Br | -15 | 14 | -3 | 8 | 18 |
| Cc1cc(CSc2ccccc2)ccc1NC(=O)c1ccc(CN2CCOCC2)cc1 | 6 | 49* | 4 | -1 | 70* |
| COc1ccccc1CN(C)C(=O)c1cccc(S(=O)(=O)N2CCN(Cc3ccccc3)CC2)c1 | 16 | -24 | 9 | -2 | -15 |
| CCOc1ccc(C(=O)n2cc(C(=O)OC)c3ccccc32)cc1 | 9 | 2 | -13 | -11 | 9 |

Further compounds.
SMILES	CCR6 antagonist	Apaf-1 inh	697 NFkB inh	Gli-Sufu block	SENP8 inh	EBI2 antag	UBC13 polyUb	Jurkat NFkB inh
CCN(CC)C(=O)C1CC(c2ccc(OC)cc2)=NO1 (stereo not drawn)	-17	-8	-19	-29	-7	-6	-9	-36
COc1cccc(C(=O)O[C@H]2[C@H](C)NS(=O)(=O)[C@H]3C[C@@H]4C=C[C@]23O4)c1	2	1	1	-4	-9	-4	-10	-19
COC(=O)c1cc(NC2c3ccccc3C(=O)N2c2ccc(Cl)cn2)cc(C(=O)OC)c1 (stereo not drawn)	-1	9	-22	-5	-7	2	-3	-9
Cn1cnc(S(=O)(=O)NCc2ccccc2)c1	-11	-2	12	3	-1	-13	0	-10
C=CCOc1c(Br)cc(CNc2nccs2)cc1OC	3	8	-28	-3	4	7	10	2
CC(C)Nc1nc(NC(C)C)nc(Oc2ccc(OCc3ccccc3)nn2)n1	11	8	-7	-1	-10	8	-10	-5
COC(=O)CC/C(O)=C1\C(=O)CC(C)(C)CC1=NCc1nc2ccccc2[nH]1	-3	-3	9	2	3	-13	2	-2
Cc1ccc2c(CN3CCN(CCO)CC3)cc(=O)oc2c1	-2	-1	13	8	-8	-7	-6	-2
CCC(CC)=NNC(=O)c1ccccc1OCc1ccc(F)cc1	1	-1	12	8	2	-1	4	12

Compound activity: PubChem BioAssay, Sanford-Burnham Center for Chemical Genomics
